Screening results: PubChem, National Center for Advancing Translational Sciences (NCATS)
Imprint erasure: inducers of genomic imprint erasure in mouse ES cells; 110,000 compounds, 0.02% hits; mouse ES Peg3-LacZ reporter, beta-gal luminescence, 40 h; Potency, µM (series often up to 60.7 µM), for the others: at the highest dose activity change, positive = activation, most hits filed as activators;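 note: 0% = negative control wells on the plate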
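Imprint erasure is scored as LacZ activity from the silenced maternal Peg3 allele in feeder-free female ES cells cultured 40 h with LIF. Luminescence is normalized to in-plate negative controls and fitted to the Hill equation.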
p53ts 32C tox: p53ts cell cytotoxicity, permissive temperature | H1299-p53A138V at 32C, ATP luminescence viability, 24 h | Potency, µM (highest dose often 46.1 µM), for the others: at the top dose activity change, negative = cytotoxicity, most hits filed as cytotoxic | 130,000 compounds, 0.93% hits | AID 924;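 note: 0% = DMSO and -100% = full killing by reference compound; nearly all actives have a fitted effect of over 55% in size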
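H1299-p53 A138V cells (temperature-sensitive p53) exposed 24 h to up to 46 uM compound at 32C, where p53 is wild-type in conformation. Viability read as ATP luminescence and normalised to DMSO and 100 uM tamoxifen. AC50 fitted with the Hill equation.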
p53ts 39C tox: p53ts cell cytotoxicity, nonpermissive temperature | Potency, µM (doses to about 46.1 µM), for the others: top-dose activity change, negative = cell killing, most hits filed as cytotoxic | H1299-p53A138V viability at 39C, ATP luminescence, 24 h | 130,000 compounds, 1.5% hits | AID 902; note: nearly all actives have a fitted effect of over 55% in size
IkB signaling: inhibitors of IkB signaling in ABC-DLBCL cells; ABC-DLBCL IkBa-CBG/CBR dual luciferase ratio, 4 h; response scale: scaled: untreated 0%, proteasome inhibitor 100%; Potency, µM (top dose mostly 57.1 µM), inactives show at the top dose IkBa stabilization activation; 110,000 compounds, 0.04% hits; active = well fitted curve in the direction sought with a large enough effect in the signal ratio, not every such curve was filed as active; inconclusive = small, poorly fitted or top-dose-only effect, or a change in a side signal; the % refers to the signal ratio;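 note: the direction sought is a rising ratio; 0% = basal untreated cells and 100% = reference inhibitor full response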
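In this assay, an IκBα–CBG68 fusion accumulates when IKK-driven degradation is blocked; native CBR normalizes for cell number. OCI-Ly3 cells were treated 4 h with compound and doxycycline, then green and red light read after Chroma-Glo addition.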
Active calls of the source: *; ? = inconclusive; . = no result given; [ ] = dose if it differs, or a comment. Unless noted, calls come from the whole dose curve; as a rule, active = well fitted curve in the direction sought with a large enough effect; inconclusive = small, poorly fitted or top-dose-only effect, or another doubt; inactive = no such curve, though single readings can be large; an effect the other way counts as inactive or inconclusive. Unless noted, % is set by controls: 0 for no effect and ±100 for the full control effect; potency is the fitted concentration of half-maximal effect.

SMILES | Imprint erasure | p53ts 32C tox | p53ts 39C tox | IkB signaling
O=C(COc1ccccc1-c1nc(-c2ccccc2)no1)Nc1ccccc1[N+](=O)[O-] | -17%[10.9 µM] | -12% | -15% | ?
COc1cc(NS(=O)(=O)c2ccc3[nH]c(=O)[nH]c3c2)cc(OC)c1 | -8%[10.9 µM] | -4% | 11% | -2.9%
COc1ccc(-c2cn3c(n2)sc2cc(C(=O)NCCC4=CCCCC4)ccc23)cc1 | 27%[10.9 µM] | 5% | -10% | -0.1%
Cc1cc(NC(=O)c2cc(-c3ccc(Cl)cc3)on2)nn1Cc1ccc(Cl)cc1 | 15%[10.9 µM] | 11% | -21% | 5.5%
CN(CC(=O)NC1CCCc2ccccc21)S(=O)(=O)c1ccc2c(c1)c(=O)n(C)c(=O)n2C (stereo not drawn) | -13% | 2% | 4% | 0.1%
Nn1c(SCC(=O)N2CCOCC2)nnc1-c1ccc(Cl)cc1Cl | -10% | -6% | 10% | -0.9%
CC1CCN(S(=O)(=O)c2ccc3c(c2)N(CC(=O)NCc2ccccc2Cl)C(=O)CS3)CC1 | -10%[10.9 µM] | -3% | -23% | ?
CN(CC(=O)Nc1cccc(F)c1)S(=O)(=O)c1ccc2c(c1)n(C)c(=O)c(=O)n2C | 15%[10.9 µM] | -6% | -2% | 1.3%
COc1cccc(N2CC(NC(=O)c3ccc(S(=O)(=O)N4CCOCC4)cc3)CC2=O)c1 (stereo not drawn) | -7%[10.9 µM] | 7% | -5% | 0.4%
COC(=O)c1sc2cccc(F)c2c1S(=O)(=O)Nc1ccc(C)cc1Cl | -7%[10.9 µM] | -9% | -19% | -1.3%
CC(C1CC1)N(C(=O)NC1CCS(=O)(=O)C1)c1ccccc1 (stereo not drawn) | 12% | 7% | 12% | -1.3%
O=C(NCc1ccccc1Cl)c1ccccc1NC(=O)c1nsc2ccccc12 | -5%[10.9 µM] | -15% | -28% | ?
Cc1ccc(NC(=O)Cn2c(=O)oc3cc(S(=O)(=O)N4CCCCC4)ccc32)c(C)c1 | -20%[10.9 µM] | -5% | 10% | -0.6%
COc1nc(N)nc(CC(=O)C2CC2)n1 | -11% | -2% | -8% | 0.3%
COc1ccccc1CNC(=O)Cn1c(=O)nc(-c2ccccc2F)c2cc(Cl)ccc21 | 1%[10.9 µM] | -7% | -16% | ?
O=C(Nc1cccc(Cl)c1)Nc1cccc(Cl)c1 | . | 4% | 3% | .
COC(=O)C/C=C\[C@@H](C)[C@@H](/C=N\O[C@@H](C)CN1CCCc2nc(C)c(C)cc21)NS(=O)(=O)c1ccc(C)cc1 | . | -24%[9.22 µM] | 2%[9.22 µM] | .
CCOC(=O)CNC(=O)c1cc2c(=O)oc3ccccc3c2s1 | -6%[10.9 µM] | -4% | -18% | -1.2%
CCOC(=O)c1cc2cc(OC)ccc2nc1C | . | -6% | -7% | .
Cc1nn(C)c2c1c(C(F)(F)F)cc(=O)n2CC(=O)NCc1ccccc1Cl | -8%[10.9 µM] | -5% | 6% | ?
COc1ccc(NC(=O)C2CCCN(S(=O)(=O)c3c(C)[nH]c(=O)[nH]c3=O)C2)cc1OC (stereo not drawn) | -11%[10.9 µM] | -1% | -4% | -1.0%
CCCNC(=O)C1CCC(Cn2c(=O)c3sccc3n(CC(=O)NCc3cccc(OC)c3OC)c2=O)CC1 (stereo not drawn) | 21%[10.9 µM] | 10% | 12% | 4.4%
CCN1CCN(Cc2ccc(NC(=O)CC3Oc4ccc(C)cc4NC3=O)cc2)CC1 (stereo not drawn) | -10% | -7% | -4% | -1.9%
CN1CCN(c2ncc3nc(-c4cn(C)c5ccccc45)c(=O)n(C[C@H]4CCCO4)c3n2)CC1 | -30%[inhibitor] | -22% | -21% | 2.0%[11.4 µM]
Cc1ccc(NC(=O)CN2C(=O)C3(SCC(=O)N3c3cccc(Cl)c3)c3ccccc32)cc1C (stereo not drawn) | 9%[10.9 µM] | ? | -25% | 5.6%

Seven entries picked at random from those above, as already listed:
SMILES | Imprint erasure | p53ts 32C tox | p53ts 39C tox | IkB signaling
COC(=O)c1sc2cccc(F)c2c1S(=O)(=O)Nc1ccc(C)cc1Cl | -7%[10.9 µM] | -9% | -19% | -1.3%
COc1nc(N)nc(CC(=O)C2CC2)n1 | -11% | -2% | -8% | 0.3%
CC(C1CC1)N(C(=O)NC1CCS(=O)(=O)C1)c1ccccc1 (stereo not drawn) | 12% | 7% | 12% | -1.3%
COc1cccc(N2CC(NC(=O)c3ccc(S(=O)(=O)N4CCOCC4)cc3)CC2=O)c1 (stereo not drawn) | -7%[10.9 µM] | 7% | -5% | 0.4%
CN1CCN(c2ncc3nc(-c4cn(C)c5ccccc45)c(=O)n(C[C@H]4CCCO4)c3n2)CC1 | -30%[inhibitor] | -22% | -21% | 2.0%[11.4 µM]
O=C(Nc1cccc(Cl)c1)Nc1cccc(Cl)c1 | . | 4% | 3% | .
CN(CC(=O)Nc1cccc(F)c1)S(=O)(=O)c1ccc2c(c1)n(C)c(=O)c(=O)n2C | 15%[10.9 µM] | -6% | -2% | 1.3%

(list continues)
SMILES | Imprint erasure | p53ts 32C tox | p53ts 39C tox | IkB signaling
CC(C)(C)c1cc(C(=O)Nc2cccc3ccccc23)ccn1 | . | -13% | 4% | .
COc1ccc(-c2nc3ccc(C(=O)NCc4ccccc4)cc3nc2-c2ccc(OC)cc2)cc1 | -11%[10.9 µM] | 4% | -2% | ?
CCOc1ccc(NC(=O)Cn2cc(C(=O)c3ccc(CC)cc3)c(=O)c3cc(C)ccc32)cc1 | -21%[10.9 µM] | 2% | -9% | 0.3%
O=C(Cn1cnc2c(cnn2-c2ccccc2)c1=O)N1CCCc2ccccc21 | -11% | -5% | -3% | ?
CCc1ccc(Sc2cc(C(=O)NCc3ccccc3OC)c3ccccc3n2)cc1 | -23%[10.9 µM] | -3% | ? | ?
COC(=O)CCCC(=O)Nc1c(F)c(F)c(F)c(F)c1F | 2% | -4% | 10% | 2.7%
CC(C)C(=O)Nc1ccc(NC(=O)c2ccccc2Cl)nc1 | -18% | ? | ? | 13%
O=C1C2CC=CCC2C(=O)N1CC(=O)N(Cc1ccccc1)C1CCS(=O)(=O)C1 (stereo not drawn) | -4% | -3% | 3% | -0.2%
CCOC(=O)Cc1nnc(NC(=O)C(CC)Sc2nnc3c4ccccc4n(C)c3n2)s1 (stereo not drawn) | -14% | 3% | 9% | 1.1%
NC(=O)C1CCN(C(=S)c2cccs2)CC1 | -6% | 3% | 6% | -1.3%
O=C(O)Cn1cc(C(=O)c2cccs2)c2ccccc21 | 8% | 10% | -1% | 0.2%
CCOc1ccc(S(=O)(=O)NCCC(=O)NC2=NCCS2)cc1 | -11% | -5% | 1% | 0.1%
CCC(C)n1c(=N)c(S(=O)(=O)c2ccc(C)cc2)cc2c(=O)n3cc(C)ccc3nc21 (stereo not drawn) | -9%[10.9 µM] | -1% | 23% | -1.9%
CC(=O)c1ccc(N2CCN(S(=O)(=O)c3ccc(-c4cc(C(F)(F)F)on4)s3)CC2)cc1 | -13%[10.9 µM] | -2% | -4% | -3.1%
COc1cc(C2c3c(oc4ccccc4c3=O)C(=O)N2Cc2ccncc2)ccc1O (stereo not drawn) | 16% | 2% | 14% | 5.7%
CCc1ccc(OCC(=O)Nc2cc(-c3ccc(C)cc3)no2)cc1 | -2%[10.9 µM] | -12% | -9% | ?
Cc1cc(C(=O)COc2cccc(-n3cnnn3)c2)c(C)n1-c1ccccc1 | -20% | -20% | ? | ?
O=CN(CCN(C=O)CN1CCCCC1)CN1CCCCC1 | -5% | 0% | 4% | -0.3%
COc1ccc(NCc2n[nH]nc2-c2ccccc2)cc1Cl | -1% | 10% | 5% | -2.2%
CC(=O)NCCNc1ncncc1-c1ccccc1CN(C)C | 2% | 12% | 3% | 4.3%[11.4 µM]
CC1=C(C(=O)NC(C)C)C2(CCC(C)CC2)OC1=O (stereo not drawn) | 18% | -1% | -7% | 0.8%
Cc1cc(C(=O)N2CCN(c3ncccn3)CC2)c2cc(F)ccc2n1 | -8% | 4% | 10% | 1.0%
CCCOC(=O)CSc1nnc(-c2ccc(Cl)cc2Cl)o1 | -32%[inhibitor] | -18% | -9% | 12%
O=C(c1ccccc1)c1cccn1CC(=O)N1CCN(C2CCCCC2)CC1 | -17% | -13% | -3% | 0.8%
CCOC(=O)c1cc(C)n(CCCN2CCOCC2)c1C | -2% | 0% | 3% | -0.6%
(more compounds)
SMILES | Imprint erasure | p53ts 32C tox | p53ts 39C tox | IkB signaling
CCCC(=O)Nc1nc2ccc(NC(=O)c3ccc(Br)o3)cc2s1 | -8% | -25% | -10% | -0.1%
CCN1C(=O)/C(=C\N(C)C)c2ccccc21 | . | -6% | -7% | .
CC(C)(C)c1ccc(OCCn2ccccc2=O)cc1 | -24% | -22% | ? | -0.2%
COc1ccc(Cc2c(O)nc(SC)n(C(C)=O)c2=O)cc1 | 9% | 2% | 2% | 1.9%
O=C(C1=C(O)C(=O)N(CCOCCO)C1c1cccs1)c1cccs1 (stereo not drawn) | -6% | -10% | -10% | -1.4%
CCc1nc(SCC(=O)N2CCN(c3ccccc3)CC2)c2c(=O)n(C)c(=O)n(C)c2n1 | -10% | -13% | 4% | 3.1%
CC(=O)OC1CC(C)(C)N(OC(=O)CCCN2C(=O)c3ccccc3C2=O)C(C)(C)C1 | -13% | -12% | -10% | -2.8%
Cn1ncc2c(N3CCOCC3)ncnc21 | . | -10% | 12% | -5.7%
CCOc1ccccc1NC(=O)COC(=O)c1cn(CC)c2nc(C)ccc2c1=O | -5%[10.9 µM] | 7% | 1% | -3.0%
CC(=O)Nc1ccc(S(=O)(=O)N2CCOCC2)cc1 | . | -4% | 6% | .
O=S(=O)(O)c1cc(N=Nc2cccc3ccccc23)c(O)c2ncccc12 | -6%[10.9 µM] | -11%[9.22 µM] | -13%[9.22 µM] | 1.8%[11.4 µM]
CCCCN1CC(O)=C(c2nc3ccccc3[nH]2)C1=N | -22% | -2% | -11% | 5.4%
O=C(CN1CCCCCC1)NCCc1ccc(F)cc1 | -10% | 0% | -5% | 2.8%
COc1ccccc1NC(=O)Cn1nnc(C(=O)Nc2ccccc2)c1N | -1% | -7% | -16% | -1.5%
COc1cc(S(=O)(=O)n2c(C)nc3ccccc32)ccc1F | 9% | -6% | 8% | 4.0%
COc1ccc(-c2nc3ccccc3o2)cc1NC(=O)C(C)(C)Oc1ccc(Br)cc1 | -10%[10.9 µM] | 3% | 35%[activator] | -3.2%
Cc1ccc(NC(=O)CSc2nc3ccccc3c3nc(CCc4c(C)n[nH]c4C)nn23)c(C)c1 | -10%[10.9 µM] | 7% | 1% | -3.3%
Cc1ccc(NC(=O)c2sc(-n3nc(C)c(Cc4ccc5c(c4)OCO5)c3C)nc2C)cc1C | -12%[10.9 µM] | -9% | 27% | ?
COC(=O)c1cc(COc2ccc3c4c(c(=O)oc3c2)CCCC4)c(C)o1 | -1% | -3% | -4% | 1.5%
O=C(COc1ccc(Cl)cc1)N(Cc1ccco1)c1ccccn1 | -8%[10.9 µM] | -4% | 17% | -1.8%
O=C(NCc1ccccc1)NC1CC2CCC(C1)N2Cc1ccco1 (stereo not drawn) | 8% | -2% | 8% | 0.5%
CCC(C(=O)OCC(=O)Nc1c(C)n(C)n(-c2ccccc2)c1=O)c1ccccc1 (stereo not drawn) | -10% | 4% | 5% | -1.1%
COc1cccc(Cn2c(SCC(=O)N(C)c3ccccc3)nc3ccccc32)c1 | -7%[10.9 µM] | 12% | 14% | ?
Cc1ccc(C(=O)Nc2ccccc2)cc1S(=O)(=O)Nc1ccccc1 | -14%[10.9 µM] | 1% | 4% | ?
